Assay outcomes (PubChem)
HP1b chromo inh: HP1-beta chromodomain-methylated histone interaction inhibition. Potency, µM (series often up to 114 µM), for the others: at the highest dose activity change, negative = inhibition, most hits filed as inhibitors. AID 540317. AlphaScreen HP1-beta / biotin-H3K9me3 peptide binding. P83916. 0.56% of 390,000 active; also: nearly all actives have a fitted effect of over 70% in size; inactives centre near 23
Target sequence (P83916 whole entry, looked up): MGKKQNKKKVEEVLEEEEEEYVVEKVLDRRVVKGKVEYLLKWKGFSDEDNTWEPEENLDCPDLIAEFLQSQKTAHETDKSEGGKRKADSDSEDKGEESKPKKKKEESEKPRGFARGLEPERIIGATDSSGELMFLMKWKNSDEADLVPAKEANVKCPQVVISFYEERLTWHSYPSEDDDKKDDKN
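AlphaScreen: HP1-beta (50 nM) preformed 30 min with biotin-H3(1-18)K9me3 peptide (50 nM) in PBS pH 7.4, 0.01% Tween-20. Compound added for 30 min at RT, then streptavidin donor/nickel chelate acceptor beads (10 ug/mL) for 30 min.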
GLS inh: glutaminase GLS (human) inhibition; O94925; GLS enzymatic activity, qHTS titration; Potency, µM (series often up to 45.5 µM), for the others: at the highest dose activity change, negative = inhibition, actives largely listed as inhibitors; 0.21% of 410,000 active; AID 624170; also: % is scaled to controls: 0 for no effect and ±100 for the full control effect
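Assay buffer: 45 mM KH2PO4 pH 8.2, 0.02% Tween-20. hKGA acts on L-glutamine (1 mM solution added); product glutamate is reported by an oxidase/peroxidase Amplex Red coupling, with fluorescence taken at baseline and 30 min.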
12-LOX inh: ALOX12 (human) lipoxygenase inhibition; P18054; 1.1% of 580,000 active; Potency, µM (doses to about 108 µM), for the others: at the highest dose activity change, negative = inhibition, actives largely listed as inhibitors; purified 12hLO, xylenol orange hydroperoxide absorbance; AID 1671190; also: % is scaled to controls: 0 for no effect and ±100 for the full control effect
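Hydroperoxide product was detected by ferrous iron/xylenol orange as the 573 to 405 nm absorbance ratio. Arachidonic acid at 40 uM (final) was turned over for 30 min at room temperature by 150 nM human 12hLO, pH 7.0 Hepes buffer, after 15 min compound preincubation.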
Tb PGK inh: T. brucei PGK inhibition | P07378 | PGK/GAPDH coupled, Kinase-Glo luminescence, 60 min | Potency, µM (titrated, usually from 57.5 µM), inactives show at the highest dose activity change, negative = inhibition, most hits filed as inhibitors | 0.043% of 380,000 active | AID 602233; also: % is scaled to controls: 0 for no effect and ±100 for the full control effect; nearly all actives have a fitted effect of over 60% in size
Target sequence (P07378 whole entry, looked up): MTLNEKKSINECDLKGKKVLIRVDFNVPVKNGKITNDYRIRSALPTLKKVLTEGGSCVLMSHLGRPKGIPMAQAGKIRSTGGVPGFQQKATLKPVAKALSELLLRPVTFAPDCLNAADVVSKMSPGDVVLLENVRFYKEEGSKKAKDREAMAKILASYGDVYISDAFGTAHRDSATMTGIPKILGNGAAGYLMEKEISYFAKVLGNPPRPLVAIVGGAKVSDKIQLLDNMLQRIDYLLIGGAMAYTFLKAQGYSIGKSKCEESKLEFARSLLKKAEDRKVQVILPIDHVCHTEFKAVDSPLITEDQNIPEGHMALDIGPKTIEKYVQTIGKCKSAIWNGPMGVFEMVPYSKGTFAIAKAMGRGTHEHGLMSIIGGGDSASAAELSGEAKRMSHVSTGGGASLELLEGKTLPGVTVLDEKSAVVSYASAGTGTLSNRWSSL
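Luminescent ATP detection (Kinase-Glo Plus) follows a 60-minute room-temperature incubation, with wells lacking PGK as controls. Buffer: 100 mM TEA (pH 7.6), 5 mM MgCl2, 0.01% Tween-20. Coupling enzyme GAPDH (100 nM final) supplies unstable 1,3-BPG in-well.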
ERG Ets-DNA blk: inhibitors of human ERG Ets domain-DNA interaction; P11308; fluorescence polarization, His-ERG Ets domain / labelled DNA; Potency, µM (highest dose often 76.9 µM), without a hit: top-dose FP activity, negative = inhibition, most hits filed as inhibitors; 0.028% of 370,000 active; AID 624246; active = well fitted inhibition curve with a large enough effect in the polarisation, with a control signal flat; inconclusive = small, poorly fitted or top-dose-only effect, or effect the other way, or a change in a side signal; inactive = no such curve, though single readings can be large or run the other way; the % refers to the polarisation;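 also: polarization taken with two DNA probes labelled with fluorescein and Texas red; % of control where 0% means no effect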
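His-tagged ERG Ets domain (1 uM in the protein solution; 300mM KCl, 50mM Tris-HCl, 1mM EDTA, 1mM DTT, pH 7.5) received compound, then a probe mix of 5 nM fluorescein-DNA and 100nM Texas-615-DNA. Fluorescence polarization was read for both dyes.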
RGS4 inh: blocks human RGS4-accelerated GTP hydrolysis | P49798 | Transcreener GDP fluorescence polarization, RGS4-accelerated GTP hydrolysis | AID 504845 | 0.039% of 390,000 active | Potency, µM (highest dose often 114 µM), for the others: at the top dose activity change, negative = inhibition, most hits filed as inhibitors; also: % is scaled to controls: 0 for no effect and ±100 for the full control effect; nearly all actives have a fitted effect of over 75% in size; some results filed as inactive show a strong effect at the top dose
Target sequence (P49798 whole entry, looked up): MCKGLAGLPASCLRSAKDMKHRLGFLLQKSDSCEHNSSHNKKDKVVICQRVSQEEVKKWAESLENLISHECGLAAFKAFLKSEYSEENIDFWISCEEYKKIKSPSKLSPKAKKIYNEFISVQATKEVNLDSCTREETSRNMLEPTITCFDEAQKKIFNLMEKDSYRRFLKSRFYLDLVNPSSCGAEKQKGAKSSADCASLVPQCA
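MLSMR compounds (23 nl, pin-transferred) preincubated 10 min at room temperature with a 500nM (2x) first reagent, then RGS4 at 900nM (2x) plus Transcreener GDP mix added; fluorescence polarization (620/688 nm) read before and after 90 min at 30 °C.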
Pin1 inhibitor: inhibitors of human Pin1; 0.009% of 390,000 active; Potency, µM (doses to about 115 µM), for inactives: top-dose activity, negative = inhibition, hits mostly inhibitors; AID 504891; Pin1 FP peptide displacement, HiFluor488, 10 min; active = well fitted inhibition curve with a large enough effect in the polarisation, with a control signal flat, not every such curve was filed as active; inconclusive = small, poorly fitted or top-dose-only effect, or effect the other way, or a change in a side signal; inactive = no such curve, though single readings can be large or run the other way; the % refers to the polarisation; also: % is scaled to controls: 0 for no effect and ±100 for the full control effect
Target sequence (Q13526 whole entry, looked up): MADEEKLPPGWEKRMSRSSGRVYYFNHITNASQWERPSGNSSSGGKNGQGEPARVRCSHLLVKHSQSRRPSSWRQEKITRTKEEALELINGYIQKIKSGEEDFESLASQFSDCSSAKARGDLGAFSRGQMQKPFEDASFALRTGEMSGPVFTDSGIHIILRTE
JMJD2A Tudor inh: inhibitors of human JMJD2A Tudor domain; O75164; AlphaScreen JMJD2A-Tudor / H3K4me3 peptide binding; Potency, µM (doses to about 114 µM), without a hit: at the highest dose activity change, negative = inhibition, usual class: inhibitors; 4.4% of 390,000 active; also: % is scaled to controls: 0 for no effect and ±100 for the full control effect; nearly all actives have a fitted effect of over 50% in size
rTrxR1 inhibitor: blocks rat thioredoxin reductase 1. recombinant rTrxR1, NADPH fluorescence consumption, selenite substrate. Potency, µM (top dose mostly 114 µM), inactives show at the top dose activity change, negative = inhibition, hits mostly inhibitors. 1% of 390,000 active. O89049; also: % is scaled to controls: 0 for no effect and ±100 for the full control effect; nearly all actives have a fitted effect of over 65% in size
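Rat TrxR1 (90 nM in the dispensed reagent) was pre-reduced with 400 uM NADPH for 5 min at room temperature, then incubated with compound for 15 min. After 400 uM selenite was added, NADPH fluorescence (Ex 340/Em 450 nm) was followed for 8 min.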
The depositor's hits bear a star; i = inactive; ? = inconclusive; . = not tested or not shown; & = joins results of further samples; [ ] = remark or other dose. Unless noted, calls follow the shape of the dose curve; as a rule, active = well fitted curve in the direction sought with a large enough effect; inconclusive = small, poorly fitted or top-dose-only effect, or another doubt; inactive = no such curve, though single readings can be large; an effect the other way counts as inactive or inconclusive. Potency is read from the fitted curve at half-maximal effect.

mol,HP1b chromo inh,GLS inh,12-LOX inh,Tb PGK inh,ERG Ets-DNA blk,RGS4 inh,Pin1 inhibitor,JMJD2A Tudor inh,rTrxR1 inhibitor
CCOC(=O)CN1C(=O)/C(=C/c2ccc(Cl)cc2)Oc2ccccc21,53%[activator],-11%,1%,0%,-16%,3%,0%,33%,48%[activator]
COc1ccc(-n2nnnc2SCC(=O)NCCc2ccccc2)cc1,14%,-3%,-18%,-1%,-2%,15%,-5%,-11%,18%
Cc1cc(C)c(OCC(=O)Nc2ccc(S(=O)(=O)N3CCOCC3)cc2)c(C)c1,9%,6%,-10%,1%,1%,3%,22%,-18%,16%
O=C(CCN1C(=O)/C(=C/c2ccc(F)cc2)SC1=S)NCCc1cnc[nH]1,-25%,-2%,?,-2%,73%[activator],-11%[11.4 µM],16%,?,4%
O=C(O)c1cccc(N/C(=N\S(=O)(=O)c2ccccc2)c2ccccc2)c1,38%,-8%,-4%,0%,12%,-20%,-5%,-7%,27%
C=CCNC(=O)c1cc(Cl)cc(Cl)c1,-7%,-2%,-4%,-3%,-1%,?,-8%,45µM*,25%[57.1 µM]
CC(Cc1ccccc1)C(=O)N[C@@H](CO)Cc1ccccc1 (stereo partly specified),28%,3%,-1%,-8%,-2%,7%,3%,-7%,8%
CC(C)Cn1c(=O)c2c(nc3n2CCS3)n(C)c1=O,32%,10%,11%,0%,2%,5%,-3%,-2%,17%[57.1 µM]
Cc1cc(C)cc(NC(=O)COC(=O)c2cc(=O)[nH]c(=O)[nH]2)c1,2%,14%,-1%,-8%,-9%,8%,5%,-8%,4%[57.1 µM]
Cc1ccc(S(=O)(=O)N(CC(=O)N/N=C/c2ccco2)Cc2ccccc2)cc1,4%,3%,-13%,-7%,-9%,-27%,-2%,?,15%
CN(CC(=O)Nc1cccc(C(F)(F)F)c1)S(=O)(=O)c1ccc2[nH]c3c(c2c1)CCCC3,1%,7%,-4%,-8%,2%,-6%,7%,?,11%
Cc1ccccc1OCCCC(=O)Nc1ccc(Br)cc1,37%,8%,?,-6%,-3%,-11%,2%,13%,10%[57.1 µM]
FC(F)(F)c1cc(-c2ccccc2)nc(NCC2CCCO2)n1 (stereo unspecified),159%[activator],-11%,0%,-7%,11%,-21%,1%,105%[activator],2%
Cc1c(C)c2c(OCC(=O)NCc3ccccn3)cc3c(c2oc1=O)CCC(C)(C)O3,5%,19%,-4%,6%,-4%,0%,-10%,-33%,89µM*
O=C(CSc1nnc2scc(-c3ccccc3)n12)Nc1nsc(-c2ccc(Cl)cc2)n1,27%,3%,0%,5%,-2%,-12%,3%,-8%,7%
CCOC(=O)c1c(S(=O)(=O)N2CCN(c3ccc(C(C)=O)cc3)CC2)c(C)n(C)c1C,18%,7%,1%,-7%,8%,-4%,-6%,-26%,8%
CCc1nc2nc(C)cc(Nc3ccc(OC)cc3)n2n1,-1%,10%,3%,6%,-4%,4%,3%,-23%,10%
COc1ccc(CC(=O)OCC(=O)c2c[nH]c3ccccc23)cc1,26%,-6%,-16%,i,5%,9%,4%,-31%,19%
Cc1ccc(/C=N/n2c(COc3ccccc3)n[nH]c2=S)s1,-5%,.,?,i,9%,?,-5%,56µM*,-19%
COc1ccc(N2Cc3cccc(C(=O)Nc4ccc(Cl)cc4)c3C2=O)cc1,10%,-10%,?,-6%,0%,0%,-7%,-35%,15%
CCc1ccc(/C=C\C(=O)N2CCCC2)cc1,-8%,5%,-37%,i,11%,8%,0%,-16%,5%
CCOC(=O)c1cnc(SCCc2ccccc2)nc1N,71%[activator],0%,0%,-1%,-21%,1%,-10%,66%[activator],-13%
O=Cc1cccn1-c1c(C(=O)O)cnn1-c1ccccc1,43%[activator],-3%,-13%,-2%,3%,6%,22%,-3%,4%[11.4 µM]
Cc1cc(NC(=O)CN2C(=O)NC3(CCCCC3C)C2=O)no1 (stereo unspecified),6%,5%,12%,-2%,6%,2%,-2%,-16%,14%
COc1ccccc1C(=O)NCCSc1c(C)[nH]c2ccccc12,10%,7%,?,-4%,-4%,16%,13%,?,13%
Oc1ccccc1CNCC12CC3CC(CC(C3)C1)C2,12%,3%,1%,i,7%,-10%,-4%,-7%,2%[57.1 µM]
CCOc1ccc(NC(=O)CN(C)C(=O)c2ccccc2Cc2ccccc2)cc1OCC,21%,1%,0%,2%,-6%,-5%,-12%,-20%,13%
CN(C(=O)Cn1nc(Cc2cccnc2)c2ccccc2c1=O)c1cccc(C(F)(F)F)c1,51%[activator],-1%,8%&-10%,-9%,-1%,-22%,0%,-20%,5%
COc1cc(OC)cc(C(=O)Nc2ccc(-c3nc4ccccc4s3)cc2C)c1,23%,4%,-1%,2%,8%,19%,11%,-3%,2%
COc1ccc(C(=O)NNC(=O)CSc2nnnn2C)cc1,4%,3%,-1%,4%,-11%,-3%,6%,0%,-9%[57.1 µM]
O=C1N[C@@H](Cc2ccccc2)C(=O)N2[C@H]1C[C@]1(Br)c3ccccc3N(S(=O)(=O)c3ccc(F)cc3)[C@H]21,22%,-1%,?,i,-2%,-8%,2%,-22%,23%
Cc1ccc(NC(=O)CSc2ccc(-c3cccs3)nn2)cc1Cl,-11%,-12%,-1%,1%,-2%,3%,-2%,-24%,7%
Cc1csc(NC(=O)CSc2nnc(-c3ccccn3)n2-c2ccc(C)c(C)c2)n1,11%,-19%,0%,-5%,2%,-1%,?,?,21%[57.1 µM]
CCC(C)NC(=O)CCc1c(C)nc2cc(-c3ccc(OC)cc3OC)nn2c1C (stereo unspecified),29%,-6%,-20%,i,-2%,-4%,3%,-14%,27%
CCn1nc(C(=O)NNC(=O)c2cc(Cl)ccc2OC)c2ccccc2c1=O,26%,6%,13%,-4%,-9%,17%,3%,-8%,11%
O=C(/C=C/c1cccc(F)c1)Nc1cc(S(=O)(=O)N2CCOCC2)ccc1Cl,11%,6%,-14%,7%,-8%,3%,2%,-14%,15%
Cc1ccc(-c2nc3ccccc3[nH]2)cc1NC(=O)c1ccco1,30%,0%,263%[activator],0%,1%,-27%,0%,-11%,-5%[57.1 µM]
COc1ccccc1OCCNC(=O)C1CCN(C(C)=O)CC1,-1%,4%,-17%,0%,5%,27%,4%,-13%,13%[57.1 µM]
COc1ccc(-c2oc3ncn4nc(-c5ccccc5C)nc4c3c2-c2ccc(OC)cc2)cc1,28%,1%,-8%,0%,-4%,29%,1%,-8%,8%
CCCn1nc(C(=O)NC2CCCCCC2)c2ccccc2c1=O,29%,-1%,177%&-2%[activator],-12%,3%[15.4 µM],-8%,1%,2%,-14%

Compound profiles (already shown). Order of values: HP1b chromo inh	GLS inh	12-LOX inh	Tb PGK inh	ERG Ets-DNA blk	RGS4 inh	Pin1 inhibitor	JMJD2A Tudor inh	rTrxR1 inhibitor
Shown for `O=C1N[C@@H](Cc2ccccc2)C(=O)N2[C@H]1C[C@]1(Br)c3ccccc3N(S(=O)(=O)c3ccc(F)cc3)[C@H]21` = 22%	-1%	?	i	-2%	-8%	2%	-22%	23%
Shown for `Cc1ccc(-c2nc3ccccc3[nH]2)cc1NC(=O)c1ccco1` = 30%	0%	263%[activator]	0%	1%	-27%	0%	-11%	-5%[57.1 µM]

Following part
mol,HP1b chromo inh,GLS inh,12-LOX inh,Tb PGK inh,ERG Ets-DNA blk,RGS4 inh,Pin1 inhibitor,JMJD2A Tudor inh,rTrxR1 inhibitor
CCN(CCCNC(=O)c1cn(CC)c2ccc(S(=O)(=O)N(C)C)cc2c1=O)c1cccc(C)c1,-19%,23%,0%,i,2%,-32%,-9%,?,-4%
COc1ccc(N(CC(=O)NCc2ccc(C)cc2)S(=O)(=O)c2c(C)noc2C)cc1,36%[activator],-8%,1%,-9%,-4%,-10%,1%,-7%,-2%
COc1ccc2c(C(F)(F)F)cc(=O)oc2c1C,40%,8%,0%,-10%,3%,-17%,2%,-16%,-7%
CN(CC(=O)NC(=O)NCc1ccco1)CC(=O)Nc1ccccc1Cl,21%,-6%,.,-5%,-11%,22%[11.4 µM],-1%,-10%[11.4 µM],2%
CN(C(=O)CSc1nnc2n1CCCCC2)C1(C#N)CCCCC1,27%,-13%,13%,-9%,-1%,1%,1%,-12%,18%
Cn1c(=O)n(C)c2cc([N+](=O)[O-])c(N3CCN(S(=O)(=O)c4ccc(C(C)(C)C)cc4)CC3)cc21,-14%,6%,19%,-8%,.,-15%,-4%,-32%,20%
COC(=O)CCc1cccc(CCC(=O)OC)c1,32%,2%,-12%,-3%,-4%,6%,-4%,-6%,13%[57.1 µM]
COC(=O)c1c(C(=O)OC)c(-c2ccc(Br)cc2)n2c1CS(=O)C2 (stereo unspecified),12%,7%,?,-3%,-1%,-5%,0%,-5%,21%
CCOc1ccc(N(CC(=O)NC2CCCC2)C(=O)CCC(=O)Nc2nccs2)cc1,21%,-10%,-11%,-3%,0%,-12%,2%,6%,14%
COc1ccc(OC)c(CN2CCC(C(=O)N3CCOCC3)CC2)c1,?,3%,?,-1%,6%,5%,1%,2.2µM*,23%
O=C(O/N=C1\CCCCC1c1ccc([N+](=O)[O-])cc1[N+](=O)[O-])c1c(F)cccc1F (stereo unspecified),-31%,-7%,-13%,-2%,-2%,-36%,-1%,45µM*,?
Cc1ccc2oc(C(=O)N(C)Cc3ccon3)c(C)c2c1,33%[activator],-2%,7%,6%,1%,10%,8%,0%,14%

Some of the compounds tested. The share of hits here may be higher or lower than overall.
